Sm TGR inh: qHTS Assay for the Inhibitors of Schistosoma Mansoni Peroxiredoxins | Schistosoma mansoni thioredoxin glutathione reductase (TGR), Q962Y6 | purified TGR, DTNB reduction, TNB absorbance 405 nm | Potency, µM (series often up to 114 µM), for inactives: at the highest dose activity change, negative = inhibition, hits mostly inhibitors | 3% of 360,000 active | AID 485364, 2010; further: potency means the concentration at half of the fitted maximal effect; nearly all actives have a fitted effect of over 60% in size
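First, TGR (20 nM dispensed) and NADPH were mixed with compound. Second, a 15 min room-temperature incubation followed. Third, further NADPH and then DTNB were added to start the reaction. Finally, TNB absorbance was monitored kinetically.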
AmpC no deterg: qHTS Inhibitors of AmpC Beta-Lactamase (assay without detergent) | 0.52% of 330,000 active | P00811 | Potency, µM (highest dose often 57.1 µM), for the others: top-dose activity change, negative = inhibition, hits mostly inhibitors | AmpC nitrocefin hydrolysis, absorbance 480 nm, 0.0001% Triton;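 further: potency means the concentration at half of the fitted maximal effect; plate controls were no compound for no effect and no enzyme for full effect; nearly all actives have a fitted effect of over 20% in size; some results filed as inactive show a strong effect at the top dose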
Target sequence (P00811 whole entry, looked up): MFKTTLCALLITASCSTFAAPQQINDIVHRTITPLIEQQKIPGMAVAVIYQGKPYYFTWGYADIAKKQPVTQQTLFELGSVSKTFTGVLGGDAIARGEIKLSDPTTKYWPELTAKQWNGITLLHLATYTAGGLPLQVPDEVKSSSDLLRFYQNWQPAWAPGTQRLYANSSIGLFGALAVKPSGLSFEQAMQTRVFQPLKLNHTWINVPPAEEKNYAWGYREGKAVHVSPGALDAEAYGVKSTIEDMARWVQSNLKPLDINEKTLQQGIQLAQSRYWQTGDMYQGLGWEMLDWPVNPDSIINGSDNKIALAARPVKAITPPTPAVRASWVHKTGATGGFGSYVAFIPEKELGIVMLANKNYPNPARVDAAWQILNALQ
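AmpC (5.3 nM in the dispensed reagent) in 20 mM phosphate pH 7.0 with 0.01% (detergent screen) or 0.0001% Triton X-100 was preincubated with compounds for 15 min at room temperature. Nitrocefin was then added from an 800 uM solution, and hydrolysis was followed at 480 nm.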
HCMV antiviral: qHTS Assay for inhibitors of the human cytomegalovirus (HCMV); activity change, negative = inhibition, % at 57.5 µM; HFF cells, HCMV-luciferase reporter, 72 h; active compounds read low; 4.5% of 410,000 active; AID 1259415, 2018; in the data active means activity change below about -60%; inconclusive means no clear call, values can overlap the other calls; inactive means above about -39%
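Compounds were evaluated in HFFs infected with an HCMV luciferase reporter virus (MOI 1 PFU/cell). Luciferase in lysates collected 72 h post infection served as the replication measure.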
AMA1-RON2 inh: qHTS for Inhibitors of AMA1-RON; Towards Development of Antimalarial Drug Lead: Primary Screen. Plasmodium falciparum AMA1 (3D7) - RON2 peptide interaction. AlphaScreen AMA1-biotinylated RON2 peptide binding. Potency, µM (doses to about 58.2 µM), without a hit: at the top dose activity change, negative = inhibition, hits mostly inhibitors. 0.2% of 360,000 active;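 further: potency means the concentration at half of the fitted maximal effect; 0% = vehicle wells and -100% = peptide control; nearly all actives have a fitted effect of over 45% in size; some results filed as inactive show a strong effect at the top dose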
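AMA1 (3D7) with his tag at 25 nM final met compounds first, then biotinylated RON2 peptide at 25 nM; detection used donor plus acceptor beads, 10 µg/mL apiece, read by AlphaScreen after 30 min at room temperature.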
FBPA Giardia inh: qHTS Assay for Inhibitors of Fructose-1,6-bisphosphate Aldolase from Giardia Lamblia; 0.71% of 290,000 active; A8B2U2; Potency, µM (doses to about 59.6 µM), inactives show at the highest dose activity, negative = inhibition, usual class: inhibitors; purified Giardia FBPA; further: potency means the concentration at half of the fitted maximal effect; nearly all actives have a fitted effect of over 55% in size
Target sequence (A8B2U2 whole entry, looked up): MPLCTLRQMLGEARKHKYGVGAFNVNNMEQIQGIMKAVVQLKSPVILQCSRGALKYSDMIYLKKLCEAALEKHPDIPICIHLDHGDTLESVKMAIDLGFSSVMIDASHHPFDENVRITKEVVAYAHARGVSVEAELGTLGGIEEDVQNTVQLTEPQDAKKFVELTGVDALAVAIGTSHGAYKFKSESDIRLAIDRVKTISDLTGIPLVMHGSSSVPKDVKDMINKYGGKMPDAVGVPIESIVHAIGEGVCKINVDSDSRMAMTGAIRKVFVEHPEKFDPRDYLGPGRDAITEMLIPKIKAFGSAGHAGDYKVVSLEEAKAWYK
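40 nM FBPA preincubated 10 min at RT with compound (up to 57.5 uM final), then substrate plus GAPDH/TPI/NAD/arsenate coupling and diaphorase/resazurin added. Fluorescence read after 20 min at RT, 525/598 nm.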
AmpC inh detg: qHTS Inhibitors of AmpC Beta-Lactamase (assay with detergent); AmpC hydrolysis of nitrocefin, absorbance 480 nm, 0.01% Triton; Potency, µM (doses to about 114 µM), without a hit: at the top dose activity change, negative = inhibition, most hits filed as inhibitors; P00811; 0.041% of 370,000 active; AID 485294, 2010;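 further: potency means the concentration at half of the fitted maximal effect; 0% = no-compound wells and -100% = no-enzyme wells; nearly all actives have a fitted effect of over 25% in size; some results filed as inactive show a strong effect at the top dose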
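20 mM phosphate pH 7.0 + 0.01% (detergent screen) or 0.0001% Triton X-100; 5.3 nM AmpC reagent; cpd preinc 15 min RT; nitrocefin (800 uM stock) to start; A480 q20 s × 4 min; Activity was normalised to no-enzyme and no-compound control wells.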
The depositor's hits bear a star; ? = inconclusive; nt = no result given; [ ] = remark or other dose. Unless noted, the call rests on the fitted dose curve; in most records, active means well fitted curve in the direction sought with a large enough effect; inconclusive means small, poorly fitted or top-dose-only effect, or another doubt; inactive means no such curve, though single readings can be large; an effect the other way counts as inactive or inconclusive. Unless noted, on the % scale 0 is the no-effect control and ±100 the full control effect.

compound | Sm TGR inh | AmpC inh detg | AMA1-RON2 inh | HCMV antiviral | FBPA Giardia inh | AmpC no deterg
Cn1c2ccccc2c2cc(/C=N/NC(=O)c3ccccc3F)ccc21 | 12% | 2% | 16% | -3 | -11% | -28%
CC1Cc2cc(S(=O)(=O)NCCc3ccccc3)ccc2N1C(=O)C1CC1 (centres undefined) | -1% | -3% | -3% | -31 | -5% | -2%
CC(C)(CNC(=O)CCC1CCCC1)CNC(=O)CCC1CCCC1 | 1% | 0% | 0% | -10 | nt | 146%[activator]
CC(C(=O)c1c[nH]c(C(N)=O)c1)c1ncc(C(F)(F)F)cc1Cl (centres undefined) | -1% | -4% | -4% | -17 | 3% | -30%
CCOC(=O)N1CCC(n2c(SCC(=O)N3CCCC3)nc3ccccc3c2=O)CC1 | 5% | -1% | -7% | -22 | nt | -14%
COc1ccc(OC(C)C(=O)Nc2ccc(F)cc2F)cc1 (centres undefined) | nt | 0% | -6% | 1 | 2% | -5%
Cc1ccc(-c2ccc(=O)n(Cc3c(F)cccc3Cl)n2)cc1 | 2% | -4% | -4% | ? | -3% | 3%
O=S(=O)(NC(=NCc1ccccc1)c1ccccc1)c1ccccc1 | 4% | ? | -11% | ? | 12% | -15%

The results go on.
compound | Sm TGR inh | AmpC inh detg | AMA1-RON2 inh | HCMV antiviral | FBPA Giardia inh | AmpC no deterg
CCOC(=O)N1CCN(C(=O)COC(=O)CNC(=O)c2ccc(Cl)cc2Cl)CC1 | -3% | 0% | 5% | -24 | nt | -1%
O=C(N/N=C/c1ccc(-c2ccc([N+](=O)[O-])cc2)o1)C(O)c1ccccc1 (centres undefined) | -24% | -6% | 30%[activator] | -26 | 2% | -33%
CCc1nc2ccc(C(=O)N3CCN(c4ccc([N+](=O)[O-])cc4)CC3)cc2nc1CC | -25% | 2% | -21% | ? | nt | 121%[activator]
CC1CC(C)CN(C(=O)C2CCN(S(=O)(=O)c3cccc4cccnc34)CC2)C1 (centres undefined) | 0% | -3% | -9% | nt | nt | 50%
CCOC(=O)c1cccc(NC(=O)C2CCN(S(=O)(=O)c3c(C)noc3/C=C/c3ccc(C)cc3)CC2)c1 | 8% | 32%[activator] | nt | -32 | nt | nt
CCC(=O)N1CCN(c2ccc(NC(=O)c3ccc4c(c3)OCCO4)cc2)CC1 | 7% | 2% | 1% | 37 | 3% | 0%
COc1ccc(NC(=O)Cc2ccccc2)cn1 | -2% | 1% | 3% | -30 | 2% | -16%
COc1ccc(/C=C/c2nc(C#N)c(NCc3ccc(C)cc3)o2)cc1OC | -5% | 3% | nt | 29 | nt | nt

The listing continues:
compound | Sm TGR inh | AmpC inh detg | AMA1-RON2 inh | HCMV antiviral | FBPA Giardia inh | AmpC no deterg
CCn1cc(/C=C(\NC(=O)c2ccccc2OC)C(=O)NCCCn2ccnc2)c2ccccc21 | -23% | 9% | -2% | 31 | -3% | 102%[activator]
CN(C)N=Nc1ccc2nc[nH]c2c1 | 40µM* | 0% | -9% | -36 | ? | -26%
CN(Cc1nc(Cc2ccccc2F)no1)[C@@H]1CS(=O)(=O)C[C@H]1O | 6% | 4% | 10% | 17 | 6% | -11%
COc1ccc(-n2nc([N+](=O)[O-])c(=NCCc3ccc(C)cc3)n2O)cc1 | -27% | -6% | ? | 0 | -6% | -7%
Cc1cc(/C=C2/NC(=O)NC2=O)c(C)n1-c1ccccn1 | -1% | -8% | -2% | 63 | -8% | -18%
Cc1cccc(C)c1NC(=O)C(=O)NCC1CCCN1S(=O)(=O)c1cccs1 (centres undefined) | -1% | ? | -11% | -6 | nt | ?
O=C(c1ccc(F)cc1F)N1CCC(c2nc(-c3ccc(S(=O)(=O)N4CCCC4)cc3)no2)CC1 | 0% | 20% | nt | 52 | nt | nt
O=C(Cn1cc(C(F)(F)F)ccc1=O)N1CCN(S(=O)(=O)c2ccc(Cl)cc2)CC1 | 0% | -1% | 14% | -6 | 13% | -6%

Carrying on.
compound | Sm TGR inh | AmpC inh detg | AMA1-RON2 inh | HCMV antiviral | FBPA Giardia inh | AmpC no deterg
O=C(Cc1csc(N2CCOCC2)n1)N/N=C/c1ccccc1C(=O)O | -6% | 0% | 47%[activator] | 10 | -5% | -5%
Clc1cccc(-n2ncc3c(N4CCN(Cc5ccccc5)CC4)ncnc32)c1 | 4% | 2% | nt | 1 | nt | nt
O=C(CN1CCN(c2ccccn2)CC1)N1CC(O)CO1 (centres undefined) | 15% | -10% | -8% | ? | 8% | -1%
Cc1cccc(NC(=O)c2c(-c3ccccc3)noc2C)n1 | 7% | 2% | 3% | -38 | 6% | -13%
COc1cc(C(=O)Nc2ccc(C#N)cc2)c([N+](=O)[O-])cc1OC | -2% | 2% | -7% | -21 | -10% | -26%
COC(=O)c1cccc(CN2C(=O)SC(Nc3ccc(Cl)cc3)C2=O)c1 (centres undefined) | 1% | 2% | nt | 3 | nt | nt
CCSc1ncc(Cl)c(C(=O)Nc2c(C(=O)c3ccc(C)c(F)c3)oc3ccccc23)n1 | 2% | 4% | nt | 26 | nt | nt
CCCSc1nnc2c(n1)OC(c1sccc1C)Nc1ccccc1-2 (centres undefined) | -6% | -15% | nt | 43 | nt | nt

Shown as labelled records: 4 of the compounds above
> O=S(=O)(NC(=NCc1ccccc1)c1ccccc1)c1ccccc1
  Sm TGR inh = 4%
  AmpC inh detg = ?
  AMA1-RON2 inh = -11%
  HCMV antiviral = ?
  FBPA Giardia inh = 12%
  AmpC no deterg = -15%
> CCOC(=O)N1CCN(C(=O)COC(=O)CNC(=O)c2ccc(Cl)cc2Cl)CC1
  Sm TGR inh = -3%
  AmpC inh detg = 0%
  AMA1-RON2 inh = 5%
  HCMV antiviral = -24
  FBPA Giardia inh = nt
  AmpC no deterg = -1%
> O=C(N/N=C/c1ccc(-c2ccc([N+](=O)[O-])cc2)o1)C(O)c1ccccc1 (centres undefined)
  Sm TGR inh = -24%
  AmpC inh detg = -6%
  AMA1-RON2 inh = 30%[activator]
  HCMV antiviral = -26
  FBPA Giardia inh = 2%
  AmpC no deterg = -33%
> CCc1nc2ccc(C(=O)N3CCN(c4ccc([N+](=O)[O-])cc4)CC3)cc2nc1CC
  Sm TGR inh = -25%
  AmpC inh detg = 2%
  AMA1-RON2 inh = -21%
  HCMV antiviral = ?
  FBPA Giardia inh = nt
  AmpC no deterg = 121%[activator]

Carrying on.
compound | Sm TGR inh | AmpC inh detg | AMA1-RON2 inh | HCMV antiviral | FBPA Giardia inh | AmpC no deterg
CCCCCCc1ccc(OC(=O)c2ccncc2)cc1 | ? | 1% | 18% | 19 | -3% | -8%
COc1ccc(CN(Cc2ccc(C(=O)O)cc2)C(=S)Nc2cc(C)cc(C)c2)cc1OC | -5% | 0% | -2% | 0 | -1% | -26%
COc1ccc(NS(=O)(=O)c2ccc(NC(=O)c3ccc(N(C)S(C)(=O)=O)cc3)cc2)c(OC)c1 | -2% | 2% | -3% | -39 | 3% | -30%
Cc1oc2cc3c(C(=O)N4CCCCC4)c(C)oc3cc2c1C(=O)N1CCCCC1 | 12%[11.4 µM] | ? | 3% | ? | -3% | 0%
Cc1ccc2occ(/C=N/NC(=O)c3ccccc3Br)c(=O)c2c1 | 3% | ? | 86%[activator] | nt | 11% | -18%
O=C(CNC1CCCCC1)N1CCc2ccccc2C1 | 2% | ? | -7% | -28 | ? | 15%
O=C(Nc1ccccc1C(=O)NCCCN1CCOCC1)c1ccccc1 | -10% | -4% | -3% | -8 | nt | -8%
Cc1cc2oc(=O)c3c(c2cc1OCc1nn[nH]n1)CCCC3 | -35% | -6% | 19% | 36 | -19% | -10%

Later entries.
compound | Sm TGR inh | AmpC inh detg | AMA1-RON2 inh | HCMV antiviral | FBPA Giardia inh | AmpC no deterg
CCC(=O)N1c2ccc(S(=O)(=O)NCCc3ccc(C)cc3)cc2CC1C (centres undefined) | -3% | -2% | 7% | -11 | nt | 3%
CCC(CC)NC(=O)c1cccc([N+](=O)[O-])c1C | -8% | ? | 6% | -28 | 6% | -13%
O=C(Cc1noc2ccccc12)Nc1ccc2ccccc2c1 | -23% | -2% | 13% | -2 | 2% | -23%
O=C(COc1ccccc1)NS(=O)(=O)c1ccccc1 | -8% | ? | -2% | 51 | 4% | -14%
O=C(NCc1ccc(Cl)cc1)C1CCCCN1S(=O)(=O)c1ccccc1 (centres undefined) | -9% | -5% | -10% | 41 | 8% | -6%
COc1ccc(N2CCN(C(=O)NCc3noc4ccccc34)CC2)cc1 | 0% | -13% | nt | -4 | nt | nt
CCC(C)(C)n1nnnc1C(c1ccc(OC)c(OC)c1)N1CCN(c2ccccc2)CC1 (centres undefined) | 50µM* | -9% | -7% | -20 | 1% | 96%[activator]
CCN(CC(=O)Nc1c(F)cccc1F)C(=O)CCNC(=O)c1ccccc1OC | 0% | ? | 10% | -35 | nt | -15%

Later entries.
compound | Sm TGR inh | AmpC inh detg | AMA1-RON2 inh | HCMV antiviral | FBPA Giardia inh | AmpC no deterg
Nc1ccc(N2CCCC2)c(S(=O)(=O)Nc2cccc(C(F)(F)F)c2)c1 | nt | nt | -16% | -69* | nt | -37%
CCCC(=O)Nc1nc2n(n1)C(c1ccccc1)CC(=O)N2 (centres undefined) | 3% | -5% | 3% | 24 | -9% | -14%
CCN(CC)CCOc1ccc(/C(=C(\Cl)c2ccccc2)c2ccccc2)cc1 | 0% | ? | ? | -18 | 1% | 201%[activator]
CCSc1nnc(Cc2cc(=O)[nH]c(=O)[nH]2)n1-c1cc(C)ccc1C | 5% | -11% | 8% | -22 | -6%[12.9 µM] | 6%
COc1c(Cl)cc(C(=O)NN)cc1Cl | 7% | -5% | 29% | -20 | -22% | -35%
Cc1ccc(C)c(N2CCN(c3nnnn3-c3ccccc3)CC2)c1 | 10% | -11% | 2% | -30 | -2% | -13%
COc1cccc(-c2nc(CS(=O)(=O)CC(=O)NCCCN3C(C)CCCC3C)c(C)o2)c1 (centres undefined) | -1% | -13% | -5% | -19 | 9% | 93%[activator]
CC(=O)N(c1nc(CCl)cs1)c1c(C)cc(C)cc1C | -31% | -10% | -15% | -19 | 0% | -41%

Remaining list, next part:
compound | Sm TGR inh | AmpC inh detg | AMA1-RON2 inh | HCMV antiviral | FBPA Giardia inh | AmpC no deterg
CCc1nc(C#N)c(N2CCCCC2)o1 | -2% | 12% | 18% | -33 | 0% | -8%
Cc1ccccc1CC1(CO)CCCN(C(=O)Cc2c(F)ccc(F)c2F)C1 (centres undefined) | -8% | 1% | 0% | 7 | 7% | 60%
O=C1CN(C(=O)CC2C(=O)NCCN2Cc2ccccc2C(F)(F)F)CCN1 (centres undefined) | -33% | 1% | 7% | 1 | nt | 23%
CCC(CC)C1=NN2C(=N)/C(=C\c3cc(C)n(-c4cccc(C)c4)c3C)C(=O)N=C2S1 | -8% | -12% | 9% | ? | 15% | -23%

Bioassay records deposited in PubChem by National Center for Advancing Translational Sciences (NCATS).
